Screening results: PubChem, several laboratories
M18AAP inhibitor: blocks P. falciparum M18 aspartyl aminopeptidase; recombinant PfM18AAP, H-Glu-NHMec fluorogenic cleavage; inhibition, % at 7.35 µM; 1.2% of 290,000 active; AID 1822;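 active means inhibition above the campaign mean inhibition over all tested compounds plus 3 SD, cut at about 28% in these data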;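 further: 0% = plate median of test compound wells and 100% = 2 mM ZnCl2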
pCIP destab: lowers stability of the mouse p/CIP coactivator protein; Q05BA5; F442A p/CIP-EGFP cells, EGFP fluorescence, 16 h; decrease of EGFP signal, % at 10 µM; 0.01% of 290,000 active; AID 1984;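 active means EGFP signal decrease of at least 30% at 10 µM or well 3 SD below plate mean, unless failing retest; inactive means the rest, including hits failing retest or dose response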; further: some compounds called inactive have numbers as strong as hits; many of its hits are not listed in these tables
IDE cell activ: boosts human insulin-degrading enzyme activity in HEK cells | P14735 | FAbeta-B cleavage, fluorescence polarization; 0% vehicle, 100% cell-free pure enzyme wells | AID 493087 | 0.073% of 340,000 active | activation, % at 5.96 µM;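 active means activation above the mean of all tested compounds plus 3 SD, set per screening campaign, cut at about 17% in these data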
Target sequence (P14735 whole entry, looked up): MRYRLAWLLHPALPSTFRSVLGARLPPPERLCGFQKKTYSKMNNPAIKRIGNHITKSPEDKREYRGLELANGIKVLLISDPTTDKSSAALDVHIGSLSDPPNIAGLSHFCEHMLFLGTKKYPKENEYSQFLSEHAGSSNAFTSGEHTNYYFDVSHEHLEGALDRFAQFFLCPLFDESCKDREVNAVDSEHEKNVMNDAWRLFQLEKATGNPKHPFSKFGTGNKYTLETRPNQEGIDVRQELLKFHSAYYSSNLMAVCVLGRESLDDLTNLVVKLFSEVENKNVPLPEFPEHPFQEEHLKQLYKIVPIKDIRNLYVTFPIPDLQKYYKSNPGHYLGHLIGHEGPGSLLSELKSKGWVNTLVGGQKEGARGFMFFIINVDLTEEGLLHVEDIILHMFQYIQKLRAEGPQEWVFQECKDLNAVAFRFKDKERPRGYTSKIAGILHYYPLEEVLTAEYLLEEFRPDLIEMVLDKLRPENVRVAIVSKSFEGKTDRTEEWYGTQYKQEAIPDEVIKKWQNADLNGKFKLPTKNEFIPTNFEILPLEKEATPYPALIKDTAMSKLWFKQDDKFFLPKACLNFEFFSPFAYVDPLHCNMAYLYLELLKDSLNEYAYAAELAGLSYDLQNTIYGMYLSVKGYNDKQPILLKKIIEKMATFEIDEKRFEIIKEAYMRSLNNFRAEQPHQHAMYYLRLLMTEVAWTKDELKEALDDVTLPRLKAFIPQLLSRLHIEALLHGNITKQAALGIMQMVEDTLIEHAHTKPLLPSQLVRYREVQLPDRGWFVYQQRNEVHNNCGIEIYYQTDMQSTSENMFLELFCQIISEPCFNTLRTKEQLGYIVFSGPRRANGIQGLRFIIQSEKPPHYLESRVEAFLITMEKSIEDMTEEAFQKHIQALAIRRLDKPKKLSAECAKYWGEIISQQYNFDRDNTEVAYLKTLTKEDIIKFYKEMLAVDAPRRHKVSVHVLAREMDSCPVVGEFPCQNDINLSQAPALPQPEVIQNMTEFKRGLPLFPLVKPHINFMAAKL
HCV NS3 hel inh: blocks Hepatitis C virus NS3 helicase unwinding. NS3 helicase DNA unwinding, Cy5 molecular beacon fluorescence. inhibition, % at 10.9 µM. 0.56% of 290,000 active. AID 1800;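 active means inhibition above the mean of all tested compounds plus 3 SD, set per campaign, cut at about 35% in these data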;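 further: 0% = DMSO wells and 100% = thioflavine S control wells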
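System: Hepatitis C virus NS3 helicase domain fragment enzyme | Reagent: Annealed dual-labelled DNA beacon duplex, ATP-started | Compound dosing: 10.9 µM single point, 0.8% DMSO | Incubation: 1 h reaction at 25 °C, ATP-initiated | Technique: Cy5 fluorescence | Evaluation: Percent inhibition from t60/t0 fluorescence ratio | Benchmarks: Low DMSO, high thioflavine S at 110 µM | Replication: Singlicate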
VIM-2 inh: blocks Pseudomonas aeruginosa VIM-2 metallo-beta-lactamase; purified VIM-2, nitrocefin hydrolysis, epi-absorbance fluorescence; inhibition, % at 5.6 µM; 0.89% of 290,000 active; AID 1527;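 active means inhibition above the mean of all tested compounds plus 3 SD, cutoff set per screening run, cut at about 7.5% in these data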;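 further: red hydrolysis product quenches plate fluorescence so inhibitors raise well fluorescence; 0% = enzyme with DMSO and 100% = DMSO without enzyme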
IMP-1 inhibitor: inhibitors of Pseudomonas aeruginosa IMP-1 metallo-beta-lactamase; 0.45% of 290,000 active; purified IMP-1, nitrocefin hydrolysis, epi-absorbance fluorescence; AID 1556; inhibition, % at 5.6 µM;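 active means inhibition above the mean plus 3 SD of all compounds in the same screening run, cut at about 4.5% in these data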;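 further: 0% = IMP-1 with DMSO and 100% = DMSO wells lacking enzyme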
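system = purified recombinant IMP-1 beta-lactamase | amount = 0.2 nM IMP-1, as dispensed | medium = HEPES buffer pH 7.1 with ZnSO4 and Brij 35 | times = 25 °C, 15 min preincubation, 25 min reaction | detection = plate fluorescence quenching by hydrolysis product, ex 480/em 530 nm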
UBC9 SUMO inh: inhibitors of human SUMOylation (UBC9); HTRF SUMOylation assay, SAE1/SAE2 + UBC9, in vitro; 0.36% of 290,000 active; P63279; inhibition, % at 35 µM; in the data active means inhibition above about 50%, passing the limit was not always enough; further: strong numbers were not always called active
DNA FID counter: counter-screen for HCV NS3 helicase inhibitors: DNA intercalator displacement | DNA fluorescent intercalator displacement, fluorescence | inhibition, % at 7.9 µM | 0.17% of 290,000 active | AID 1845; in the data active means inhibition above about 37%;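 further: 0% = vehicle and 100% = reference compound; higher means more ethidium bromide displaced from hairpin DNA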
IDE inh: inhibitors of human insulin-degrading enzyme in cells | P14735 | 0.41% of 320,000 active | HEK cells, FAbetaB cleavage, fluorescence polarization | AID 434962 | inhibition, % at 5.59 µM;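 active means percent inhibition above the average of all tested compounds plus 3 SD, set per screening campaign, cut at about 16% in these data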;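 further: IDE supplied by intact live HEK cells; FP after avidin binding of uncleaved biotin substrate so inhibition keeps polarization high; 0% = DMSO wells and 100% = 60 µM reference IDE inhibitor Ii1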
The depositor's hits bear a star; . = no result given.

A first look:
SMILES | M18AAP inhibitor | pCIP destab | IDE cell activ | HCV NS3 hel inh | VIM-2 inh | IMP-1 inhibitor | UBC9 SUMO inh | DNA FID counter | IDE inh
COC(=O)CN(c1ccc(Cl)cc1C)S(C)(=O)=O | 2 | -1 | 9 | 1 | -0.2 | -0.4 | 5 | -4 | -8
O=C(Nc1ccc(O)c(-c2nc3ccccc3s2)c1)c1cc(=O)c2ccccc2o1 | 3 | -7 | 4 | -4 | -1.7 | -2.4 | 26 | 1 | 4
O=C(O)c1ccccc1C(=O)NCCc1c(C(=O)O)[nH]c2ccc(Cl)cc12 | -12 | -9 | -2 | -16 | 10* | -3.4 | 19 | 2 | -2
CC(=O)Nc1ccc(NS(C)(=O)=O)cc1 | -3 | 4 | 6 | 0 | -3.5 | -4.4 | -1 | 0 | 7
CCCS(=O)(=O)N1CCN(CCN2C(=O)c3cccc4cccc(c34)C2=O)CC1 | 0 | 1 | 2 | 3 | 3.4 | 0.4 | 15 | -18 | 2

All compounds of this part (from the top)
SMILES | M18AAP inhibitor | pCIP destab | IDE cell activ | HCV NS3 hel inh | VIM-2 inh | IMP-1 inhibitor | UBC9 SUMO inh | DNA FID counter | IDE inh
COC(=O)CN(c1ccc(Cl)cc1C)S(C)(=O)=O | 2 | -1 | 9 | 1 | -0.2 | -0.4 | 5 | -4 | -8
O=C(Nc1ccc(O)c(-c2nc3ccccc3s2)c1)c1cc(=O)c2ccccc2o1 | 3 | -7 | 4 | -4 | -1.7 | -2.4 | 26 | 1 | 4
O=C(O)c1ccccc1C(=O)NCCc1c(C(=O)O)[nH]c2ccc(Cl)cc12 | -12 | -9 | -2 | -16 | 10* | -3.4 | 19 | 2 | -2
CC(=O)Nc1ccc(NS(C)(=O)=O)cc1 | -3 | 4 | 6 | 0 | -3.5 | -4.4 | -1 | 0 | 7
CCCS(=O)(=O)N1CCN(CCN2C(=O)c3cccc4cccc(c34)C2=O)CC1 | 0 | 1 | 2 | 3 | 3.4 | 0.4 | 15 | -18 | 2
Cc1ccc(CN2CCN(/N=C/c3cc(Br)cc(Br)c3O)CC2)c(C)c1 | 3 | -6 | -3 | 7 | -1.3 | 0.1 | -10 | 2 | 6
O=C(CSc1ncn[nH]1)N1c2ccccc2Sc2ccccc21 | 20 | -10 | -4 | -8 | 0.3 | -1.6 | 30 | -10 | 3
O=CC1=C(N2CCOCC2)/C(=C/c2ccc(Cl)cc2)CC1 | 9 | -9 | -8 | 8 | -1.9 | -2.5 | 18 | -13 | 4
CCC(=O)NC(=S)Nc1ccc(NC(=O)CC)cc1 | -11 | -6 | 7 | -5 | -1.4 | 0.1 | 13 | -10 | 6
COc1cc(/C=N/NC(=O)c2ccc(N)cc2)ccc1OC(=O)c1cccc(C)c1 | -13 | -10 | -1 | -18 | 0.0 | -3.3 | 6 | -44 | .
O=C(NCc1ccc(F)cc1)c1cccc(S(=O)(=O)N2CCCC2)c1 | -1 | 8 | 2 | -1 | -0.5 | -1.2 | 22 | -3 | 2
CN(C)S(=O)(=O)c1ccc(C(=O)Nc2cccc(C(=O)N3CCOCC3)c2)cc1 | 4 | -6 | -1 | 4 | -2.1 | -2.7 | 1 | -12 | 5
CN(C)CC(C)(C)CNC(=O)c1cc(Br)cc(Br)c1O | -8 | -1 | 3 | 0 | 0.9 | -0.1 | 16 | 0 | -5
CCc1nnc(NC(=O)C=C(C)C)s1 | 0 | -2 | 8 | 6 | -2.3 | -2.0 | 10 | -1 | 7
CCOC(=O)N1CCN(C(=O)CSc2cc(C)nc3c(-c4ccccc4OC)c(C)nn23)CC1 | -1 | 3 | 5 | -4 | -1.1 | -4.0 | 2 | -29 | 0
CCc1ccc(N2CCN(CCNC(=O)Nc3ccccc3)CC2)cc1 | 3 | -105 | 3 | -53 | 0.0 | -1.3 | 8 | 15 | 3
CCOc1cc(/C=C/C(=O)c2ccc(OC)c(CN3CCOCC3)c2)cc(Br)c1O | 9 | -50 | -75 | -38 | 2.2 | -1.8 | -4 | 5 | 94*
COC(=O)c1ccc(C2CC(=O)Nc3cc(OC)c(OC)c(OC)c32)cc1 (stereo unspecified) | -8 | -15 | 3 | 0 | -3.1 | -7.9 | 6 | -15 | -4
CC(=O)Nc1cccc(Oc2cc(C#N)c(C#N)cc2N2CCCCCC2)c1 | 0 | -11 | -4 | -14 | -1.8 | -3.2 | -2 | -13 | -1
O=C(COC(=O)C1CC(=O)N(Cc2ccccc2)C1)c1ccc(F)cc1 (stereo unspecified) | 6 | -5 | 2 | -17 | -1.6 | -4.2 | 0 | -18 | -2
c1cnc2ccc3ncccc3c2c1 | 0 | -14 | -3 | 0 | 0.0 | -3.5 | 22 | -1 | -3
CC(C)[C@H](NC(=O)C1CCN(S(=O)(=O)c2ccccc2)CC1)C(=O)NCc1ccccc1 | 4 | -16 | 7 | 17 | -1.5 | -1.3 | -4 | -39 | 3
CCCCn1cnc2c(=S)nc(N)[nH]c21 | 40* | 2 | -11 | -14 | -3.2 | -3.3 | -7 | -6 | -6
COc1cc(C(=O)Nc2ccc3oc(-c4cccnc4)nc3c2)cc(OC)c1OC | -4 | -15 | -5 | 2 | 0.9 | -0.1 | 14 | -2 | -3
COc1cccc(CN2CCN(Cc3cccc4c3OCO4)CC2CCO)c1 (stereo unspecified) | 4 | -4 | -4 | -5 | -2.3 | -2.7 | 0 | 1 | 0

Two compounds drawn at random from the list so far, as already listed:
SMILES | M18AAP inhibitor | pCIP destab | IDE cell activ | HCV NS3 hel inh | VIM-2 inh | IMP-1 inhibitor | UBC9 SUMO inh | DNA FID counter | IDE inh
CCC(=O)NC(=S)Nc1ccc(NC(=O)CC)cc1 | -11 | -6 | 7 | -5 | -1.4 | 0.1 | 13 | -10 | 6
O=C(Nc1ccc(O)c(-c2nc3ccccc3s2)c1)c1cc(=O)c2ccccc2o1 | 3 | -7 | 4 | -4 | -1.7 | -2.4 | 26 | 1 | 4

Next section
SMILES | M18AAP inhibitor | pCIP destab | IDE cell activ | HCV NS3 hel inh | VIM-2 inh | IMP-1 inhibitor | UBC9 SUMO inh | DNA FID counter | IDE inh
CSC1=N/C(=C\c2c(F)cccc2Cl)C(=O)S1 | 2 | -24 | -5 | -11 | -5.5 | -0.1 | 23 | -9 | 1
Cc1cccc(SC2CCN(C(=O)C3CCC(=O)N(C4CC4)C3)CC2)c1 (stereo unspecified) | -1 | -8 | 4 | 0 | -2.7 | -1.6 | -2 | -33 | 5
COc1ccc(CN2CCN(C(=O)c3ccc(F)cc3)CC2)c(OC)c1 | 0 | -5 | -1 | -5 | -2.8 | -1.5 | 18 | -10 | 3
Cc1ccc(CNC(=O)CN2C(=O)c3ccccc3S2(=O)=O)cc1 | -8 | 0 | 2 | -6 | -0.2 | -1.0 | 1 | -9 | -7
O=C(CN1CCOCC1)N/N=C/c1ccc(-c2cccc(Cl)c2Cl)o1 | 0 | 2 | -9 | -7 | -3.4 | -2.5 | 11 | -13 | 9
COc1ccc(S(=O)(=O)Nc2nc3n(n2)C(c2ccc(Cl)cc2)CC(=O)N3)cc1 (stereo unspecified) | 7 | -5 | 0 | 12 | -3.6 | -2.2 | -2 | -27 | 4
COc1ccc(-c2c(-c3ccc(O)cc3O)n[nH]c2C(F)(F)F)cc1 | -4 | 0 | 3 | -36 | 1.4 | -1.4 | 9 | 2 | -1
N=C1C(c2ccccc2)=C(O)CN1c1ccccc1N1CCOCC1 | 0 | 2 | -3 | 1 | -3.8 | -3.8 | -1 | 0 | 1
O=C(Nc1ccccc1Cl)NC1(C(=O)N2CCCC2)CCCCC1 | -1 | -1 | 0 | -5 | -0.9 | -3.4 | -25 | -3 | 0
Cn1c(=O)cc(SCC(=O)NCCC2=CCCCC2)c2ccccc21 | 1 | 3 | -1 | -3 | -4.1 | -3.4 | -3 | -32 | 9
COc1ccc(S(=O)(=O)N2CCN(c3ccccc3)CC2)cc1 | -4 | -24 | 5 | 1 | -7.5 | -3.1 | -11 | 0 | 0
O=C(/C=C/c1ccco1)OCc1nnc(-c2ccccc2)o1 | 4 | -9 | 2 | -1 | -2.4 | -4.7 | 12 | -26 | 4
Cc1ccc(OC(=O)c2ccccc2C(=O)OCC(F)(F)C(F)F)cc1 | -6 | -3 | -2 | -2 | -0.1 | -5.1 | -22 | -16 | -1
O=C(CNS(=O)(=O)c1cccs1)NCc1ccccc1 | -11 | 3 | 5 | 2 | -2.0 | -4.1 | -8 | -7 | -3
Cn1c(N2CCCCC2)nc2c1c(=O)n(Cc1cccc(Br)c1)c(=O)n2C | 1 | -12 | 6 | 5 | -1.6 | 1.5 | 4 | 5 | .
COc1ccc(C(=O)N2CCCC2)cc1 | -2 | -5 | 1 | 8 | 0.0 | -1.6 | 5 | -1 | -6
O=C(Nc1ccc(S(=O)(=O)N2CCCC2)cc1)C1CCCCC1 | 4 | -2 | 5 | -6 | -0.9 | -1.6 | 1 | -20 | 1
CCCS(=O)(=O)c1c(S(=O)(=O)CCC)c2c(N)cccn2c1C(=O)c1ccc(Br)cc1 | 0 | 4 | 0 | 23 | -3.3 | -3.8 | 80 | -24 | 2
CCc1ccc(Cn2nnc(C(=O)Nc3cccc(C)c3)c2N)cc1 | -3 | 2 | 2 | -3 | -6.2 | -3.1 | 6 | -5 | 2
CCC(Oc1ccc2c(=O)c(-c3ccccc3OC)coc2c1)C(=O)OCc1ccccc1 (stereo unspecified) | -11 | 6 | 3 | -10 | 0.1 | -1.0 | 0 | -28 | 6
COC(=O)c1sccc1-n1cccc1C(=O)NCc1ccccc1 | -11 | 5 | 2 | -7 | -3.1 | 0.0 | 9 | -3 | -2
O=C(NNC(=S)Nc1ccc(Br)cc1Cl)c1ccco1 | 3 | -5 | 2 | -2 | -3.4 | 0.3 | -44 | -2 | 16
CCN(CC)c1ccc(S(=O)(=O)N2CCOCC2)cc1NS(C)(=O)=O | 1 | -11 | . | -23 | -2.3 | -1.7 | 4 | 3 | -2
O=C(Cc1ccc(Br)cc1)Nc1ccc(S(=O)(=O)NCC2CCCO2)cc1 (stereo unspecified) | -4 | -2 | 0 | -5 | -1.6 | -1.5 | -4 | -13 | 3
Cc1ccc(-c2csc3nnc(SCC(=O)NCc4ccco4)n23)cc1 | -1 | -8 | 3 | 1 | -1.7 | -0.8 | 13 | -16 | 4
O=C(Nc1nc2ccccc2[nH]1)c1ccccc1F | 8 | -4 | 10 | 1 | -2.0 | -2.5 | 10 | 0 | -1
CCCC1=Nc2cc(C(=O)N3CCC(C(=O)OCC)CC3)ccc2Sc2ccccc21 | 0 | 6 | 7 | -9 | -1.5 | -3.0 | -13 | -56 | 4
Cc1cccc(NC(=O)CSc2nnc(-c3ccco3)n2CC2CCCO2)n1 (stereo unspecified) | 3 | -9 | 3 | 10 | -2.0 | -2.4 | 25 | -18 | -5
